UbGFP stabilizer – Ubiquitin-GFP Assay. Ubiquitin-GFP reporter cells, proteasome inhibition, GFP fluorescence; response scale: untreated = 0%, 10 µM MG-132 = 100%. Potency, µM (top dose mostly 45.9 µM), without a hit: at the highest dose activation (GFP accumulation), most hits filed as activators. 67,000 tested, under 10 active; active = well fitted activation curve with a large enough effect, not every such curve was filed as active; inconclusive = small, poorly fitted or top-dose-only effect, or another doubt; inactive = no such curve, though single readings can be large or run the other way; also: potency is read from the fitted curve at half-maximal effect
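U2OS cells stably expressing ubiquitin(G76V)-GFP, seeded overnight in 0.5% FBS medium, were exposed to compounds (qHTS, 46 uM to 2.9 nM) for 4 hr at 37 °C. GFP-positive cells were counted by laser cytometry (488 ex/515 em), normalized between basal and 10 uM MG-132.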
15-hLO inh – qHTS Assay for Inhibitors of 15-hLO (15-human lipoxygenase). Polyunsaturated fatty acid lipoxygenase ALOX15 (Homo sapiens), P16050. purified 15hLO-1, xylenol orange hydroperoxide absorbance. Potency, µM (series often up to 57.1 µM), for the others: at the top dose activity change, negative = inhibition, most hits filed as inhibitors. 74,000 tested, 1.4% active; also: potency is read from the fitted curve at half-maximal effect; % is scaled to controls: 0 for no effect and ±100 for the full control effect; nearly all actives have a fitted effect of over 55% in size
Target sequence (P16050 whole entry, looked up): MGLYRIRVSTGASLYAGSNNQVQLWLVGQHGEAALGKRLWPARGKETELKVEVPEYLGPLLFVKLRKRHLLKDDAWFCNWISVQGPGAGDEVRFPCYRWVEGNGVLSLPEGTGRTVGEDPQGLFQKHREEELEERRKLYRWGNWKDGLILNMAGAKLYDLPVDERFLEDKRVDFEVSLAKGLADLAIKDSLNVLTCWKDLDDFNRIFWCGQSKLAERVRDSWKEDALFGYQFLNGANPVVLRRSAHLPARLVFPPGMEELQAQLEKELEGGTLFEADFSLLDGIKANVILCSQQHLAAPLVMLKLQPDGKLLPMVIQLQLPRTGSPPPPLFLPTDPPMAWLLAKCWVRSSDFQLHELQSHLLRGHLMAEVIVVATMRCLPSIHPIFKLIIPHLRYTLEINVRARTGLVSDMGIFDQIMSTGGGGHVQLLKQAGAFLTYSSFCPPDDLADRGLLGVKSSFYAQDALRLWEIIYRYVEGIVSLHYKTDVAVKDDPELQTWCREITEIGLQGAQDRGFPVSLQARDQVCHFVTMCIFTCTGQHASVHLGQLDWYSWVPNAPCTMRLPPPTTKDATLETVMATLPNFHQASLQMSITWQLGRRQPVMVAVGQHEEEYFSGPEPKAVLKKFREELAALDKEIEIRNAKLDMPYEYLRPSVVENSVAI
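Hydroperoxide formed from arachidonic acid (50 uM) by purified human 15hLO-1 (40 nM) oxidizes ferrous iron, and the ferric-xylenol orange complex is read at 573 versus 405 nm. Compounds were preincubated 15 min; reaction ran 6 min at room temperature.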
4-MU autofl – qHTS Assay for Spectroscopic Profiling in 4-MU Spectral Region | compound autofluorescence, 340/450 nm, 4-MU equivalents; active compounds read high | max dye-equivalent concentration, M | 59,000 tested, 11% active; in the data active = max dye-equivalent concentration above about 10 nM; inconclusive = mostly about 1.1 nM to 9.6 nM
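Compounds in 100 mM Tris, pH 8.0, sat 15 min at room temperature before fluorescence was read at 340 nm excitation/450 nm emission; a per-plate six-point 4-MU standard curve converted signals to dye-equivalent concentration at each compound concentration.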
DNA Pol III inh – qHTS Assay for Inhibitors of DNA Polymerase III Holoenzyme System. reconstituted DNA polymerase III holoenzyme replication, biochemical. Potency, µM (series often up to 57.1 µM), for inactives: at the top dose activity change, negative = inhibition. 71,000 tested, 0.25% active. AID 603, 2007; also: potency is read from the fitted curve at half-maximal effect; % is scaled to controls: 0 for no effect and ±100 for the full control effect
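Reconstituted *E. coli* holoenzyme (0.35 nM Pol III, 1 nM beta, 154 nM SSB, 2 nM primase) was preincubated with compound for 15 min at RT. Synthesis on 1.4 nM ssM13Gori ran 35 min, then was stopped with PicoGreen/EDTA and read as dsDNA fluorescence.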
Fluorescein autfl – qHTS Assay for Spectroscopic Profiling in Fluorescein Spectral Region. max fluorescein-equivalent concentration, M. 59,000 tested, 0.91% active. AID 593, 2007. Compound autofluorescence, 480/540 nm, fluorescein-equivalent; active compounds read high; in the data active = max fluorescein-equivalent concentration above about 10 nM; inconclusive = between about 1.1 nM and that limit
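Normalized response (dye-equivalent concentration) derives from comparing each well's 540 nm emission, under 480 nm excitation, with plate-resident fluorescein standards. Compounds were held in 100 mM Tris, pH 8.0, for 15 min at room temperature.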
Hsp90 Hop PPI – qHTS Assay for Disrupters of an Hsp90 Co-Chaperone Interaction; Hsp90 C-terminal peptide / TPR2A (Hop) interaction, human; AlphaScreen TPR2A-His6 binding biotin-Hsp90 C-terminal peptide; Potency, µM (highest dose often 57 µM), without a hit: at the top dose activity change, negative = inhibition; 71,000 tested, 0.44% active; active = well fitted curve in either direction with a large enough effect; inconclusive = small, poorly fitted or top-dose-only effect, or another doubt; also: potency is read from the fitted curve at half-maximal effect; % is scaled to controls: 0 for no effect and ±100 for the full control effect; many of its hits are not listed in these tables
Rhodamine fluor – qHTS Assay for Spectroscopic Profiling in Rhodamine Spectral Region; AID 594, 2007; max dye-equivalent concentration, M; 59,000 tested, 0.05% active; Rhodamine-region fluorescence, 547/598 nm, Tris buffer; active compounds read high; in the data active = max dye-equivalent concentration above about 11 nM; inconclusive = between about 1.1 nM and that limit
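Intensities are converted to rhodamine-equivalent concentration using a six-point rhodamine standard on each plate. Compounds sit 15 min at room temperature in 100 mM Tris buffer, pH 8.0; read uses the 547/598 nm excitation/emission pair.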
Epigenetic mod – qHTS Assay for Epigenetic Modulators. mouse C127i GFP locus derepression, cytometry, 30 h. Potency, µM (doses to about 46.1 µM), for inactives: top-dose GFP derepression (activation). 68,000 tested, 0.09% active; also: % of control where 0% means no effect
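Read-out is the number of GFP-positive cells, scored as fluorescent objects 20 to 120 um wide, reflecting derepression of a silenced CMV-GFP reporter in murine C127i cells after 30 h compound exposure at 37 C.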
TexasRed autofl – qHTS Assay for Spectroscopic Profiling in Texas Red Spectral Region. Compound fluorescence, Texas Red channel, 547/618 nm; active compounds read high. max dye-equivalent concentration, M. 59,000 tested, 0.06% active. AID 587, 2007; in the data active = max dye-equivalent concentration above about 10 nM; inconclusive = between about 1.1 nM and that limit
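Compound fluorescence was read after 15 min at room temperature in 100 mM Tris, pH 8.0, using 547 nm excitation and 618 nm emission across a concentration series. It was expressed as Texas Red dye-equivalent concentration from an on-plate standard curve.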
HADH2 inh – qHTS Assay for Inhibitors of HADH2 (Hydroxyacyl-Coenzyme A Dehydrogenase, Type II). 73,000 tested, 3.4% active. recombinant HADH2, NADH fluorescence, beta-hydroxybutyryl-CoA. Potency, µM (titrated, usually from 57.1 µM), inactives show at the highest dose activity change, negative = inhibition, actives largely listed as inhibitors. 3-hydroxyacyl-CoA dehydrogenase type-2 (Homo sapiens), Q99714; also: potency is read from the fitted curve at half-maximal effect; % is scaled to controls: 0 for no effect and ±100 for the full control effect; nearly all actives have a fitted effect of over 60% in size; many of its hits are not listed in these tables
Target sequence (Q99714 whole entry, looked up, one chain of several): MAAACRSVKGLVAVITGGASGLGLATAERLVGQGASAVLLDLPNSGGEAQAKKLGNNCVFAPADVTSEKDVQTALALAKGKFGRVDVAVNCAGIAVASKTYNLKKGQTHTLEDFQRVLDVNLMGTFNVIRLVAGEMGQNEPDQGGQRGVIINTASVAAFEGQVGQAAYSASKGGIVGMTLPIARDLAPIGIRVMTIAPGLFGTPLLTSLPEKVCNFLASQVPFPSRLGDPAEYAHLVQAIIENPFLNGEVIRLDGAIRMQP
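Activity measured as NADH fluorescence gain (360/450 nm), taken as the change between first and last reads of a 4-min kinetic run. Conditions: pH 9.0 Tris buffer, 20 nM E. coli-expressed His-tagged enzyme, 1 mM NAD+, 90 uM beta-hydroxybutyryl-CoA; 15-min compound preincubation.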
HBB splicing – qHTS Assay for Modulators of Hemoglobin Beta Chain Splicing. HBB splicing reporter cell assay, activation; EGFP reporter with mutant IVS2-654 intron; response scale: normalised to 500 nM splice-correcting PNA. Potency, µM (top dose mostly 46.1 µM), for the others: top-dose activation, actives largely listed as activators. 65,000 tested, 0.06% active. AID 925, 2007; also: potency is read from the fitted curve at half-maximal effect; 0% is about no effect
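Compounds were applied for 2 days to HeLa EGFP-654 cells, 500/well in Optimem with 2% FCS. The reporter's EGFP is disrupted by mis-splicing of beta-globin intron IVS2-654. Readout: summed well GFP fluorescence from 488 nm laser scanning; reference was 500 nM antisense […] 654 PNA.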
* marks the source's active call; other numbers are inactive results; i = inactive; u = inconclusive; x = no result given; [ ] = remark or other dose. Unless noted, calls follow the shape of the dose curve; as a rule, active = well fitted curve in the direction sought with a large enough effect; inconclusive = small, poorly fitted or top-dose-only effect, or another doubt; inactive = no such curve, though single readings can be large; an effect the other way counts as inactive or inconclusive.

SMILES | UbGFP stabilizer | 15-hLO inh | 4-MU autofl | DNA Pol III inh | Fluorescein autfl | Hsp90 Hop PPI | Rhodamine fluor | Epigenetic mod | TexasRed autofl | HADH2 inh | HBB splicing
Cc1csc(NC(=O)c2cccs2)n1 | 11% | 0% | i | -5% | i | -3% | i | -3% | i | -17% | -0.3%
CCC(C)(C(=O)NC1CCCC1)N(Cc1ccco1)C(=O)c1ccc2c(c1)OCO2 (stereo unspecified) | -16% | 20% | i | -4% | i | 0% | i | -2% | i | 12% | -0.2%
COc1cc(C2C3C(=O)N(Cc4ccccc4)C(=O)C3ON2c2ccccc2)cc(OC)c1OC (stereo unspecified) | x | -6% | i | -9% | u | -2% | i | -1% | i | 13% | 2.0%[0.369 µM]
CC(C)(C)NC(=O)c1ccc(COc2ccccc2Br)o1 | -4% | -15% | i | -4% | i | 0% | i | 4% | i | -3% | -0.6%
CC(C)CCn1c(CN2CCN(Cc3ccccc3)CC2)nc2c1c(=O)[nH]c(=O)n2C | 5% | -5% | i | 0% | i | -4% | i | 2% | i | -1% | 6.0%[0.369 µM]
CCOC(=O)C(C)Sc1nc(-c2ccco2)cc(C(F)(F)F)c1C#N (stereo unspecified) | 5% | -8% | 4.3e-07M* | -7% | i | u | i | 0% | i | 179%[activator] | 0.4%[57.5 µM]
NC(=O)CSc1oc(-c2ccc(F)cc2)nc1S(=O)(=O)c1ccccc1 | -10% | -18% | i | 0% | i | 0% | i | 2% | i | -4% | 0.4%
CCN1CCN(Cc2coc3ccc(C)cc3c2=O)CC1 | 6% | -17% | x | 5% | x | -4% | x | 2% | x | 1% | 1.6%[9.22 µM]
CC1(C)Oc2ccc3ccc(=O)oc3c2-c2cn[nH]c21 | -4% | 0% | u | -2% | i | 1% | i | 2% | i | -21% | x
COc1ccccc1CNc1nc(-c2cccc(NS(C)(=O)=O)c2)nc2ccccc12 | 11% | -20% | i | 5% | i | -14% | i | -3%[9.22 µM] | i | -27% | 0.0%
COC(=O)C1=C(C)Nc2nnnn2C1c1cc(OC)ccc1OC (stereo unspecified) | 6%[9.17 µM] | 0%[11.4 µM] | x | -7%[11.4 µM] | x | -4%[11 µM] | x | -2% | x | 2%[11.4 µM] | 0.7%[0.0738 µM]
O=C(O)CCNS(=O)(=O)c1ccccc1 | 2% | 12% | u | -3% | i | u | i | 5% | i | -1% | -2.9%[57.5 µM]
O=C(C1=C(O)C(=O)N(CCCN2CCOCC2)C1c1ccccn1)c1cccs1 (stereo unspecified) | x | x | i | x | i | x | i | 6%[20.6 µM] | i | x | x
O=C1CN(C(=O)CSc2nnc(-c3ccccc3)n2Cc2ccc3c(c2)OCO3)c2ccccc2N1 | -1% | -11% | i | -5% | i | -4% | i | 2% | i | -10% | -0.3%[57.5 µM]
O=C(O)CCSc1nc2ccccc2s1 | -5% | -1% | i | -4% | i | 4% | i | 16% | u | u | -1.3%
O=C(Nc1ccc2c(c1)OCCO2)C1CCN(S(=O)(=O)c2ccc(Br)s2)CC1 | -9% | 0% | i | 4% | i | -2% | i | -2% | i | 3% | -0.7%
Cc1oc2cc(O)ccc2c(=O)c1-c1cnn(-c2ccccc2)c1 | x | x | 1.5e-07M* | x | i | x | i | 2%[20.6 µM] | i | x | x
CC(C)OC(=O)CSc1nnc(Cc2ccccc2)n1C | 0% | 7% | i | 3% | i | 0% | i | 8% | i | 9% | -0.3%[57.5 µM]
N#CC(C#N)C(c1ccsc1)c1c(-c2ccccc2)[nH][nH]c1=O (stereo unspecified) | x | x | i | x | i | x | i | 0%[20.6 µM] | i | x | x
COc1ccc2cc(CCNC(=O)CC(C)(C)C)c(=O)[nH]c2c1 | -3% | 4% | u | -7% | i | u | i | 2% | i | -13% | 0.0%
CN1CCN(c2ncc3ncc(=O)n(C[C@H]4CCCO4)c3n2)CC1 | 4% | 9% | 6.4e-08M* | -6% | u | -23% | i | 0%[9.22 µM] | i | 40%[activator] | -0.2%
COCCNc1nc(C)nc2c1nc(-c1ccccc1)n2CCN1CCCCC1 | 0% | u | x | -7% | x | -3% | x | x | x | u | -0.6%
COc1ccc(S(=O)(=O)CCC(=O)NCCc2ccc(S(N)(=O)=O)cc2)cc1 | -11% | 5% | i | -1% | i | 2% | i | 4% | i | 12% | 2.6%
O=C(Nc1nc(-c2nc3ccccc3s2)cs1)C1COc2ccccc2O1 (stereo unspecified) | 10% | 10% | x | -5% | x | 3% | x | x | x | -9% | -0.5%

The list goes on (2 carried over from the part before).
SMILES | UbGFP stabilizer | 15-hLO inh | 4-MU autofl | DNA Pol III inh | Fluorescein autfl | Hsp90 Hop PPI | Rhodamine fluor | Epigenetic mod | TexasRed autofl | HADH2 inh | HBB splicing
COc1ccc(S(=O)(=O)CCC(=O)NCCc2ccc(S(N)(=O)=O)cc2)cc1 | -11% | 5% | i | -1% | i | 2% | i | 4% | i | 12% | 2.6%
O=C(Nc1nc(-c2nc3ccccc3s2)cs1)C1COc2ccccc2O1 (stereo unspecified) | 10% | 10% | x | -5% | x | 3% | x | x | x | -9% | -0.5%
O=P(C1=C(N2CCOCC2)/C(=C\c2ccccc2)CC1)(N1CCOCC1)N1CCOCC1 | 3% | -3% | u | -4% | i | 0% | i | 0% | i | -12% | 0.2%[57.5 µM]
COC(=O)CSc1ccccc1C(=O)OC | 1% | -6% | u | -5% | u | 3% | i | -2% | i | 110%[activator] | 0.3%
COc1ccc(N2CCN(C(=O)CN(c3ccccc3)S(C)(=O)=O)CC2)cc1 | -2% | 5% | i | 1% | u | -3% | i | 2% | i | 4% | -3.5%
NC(=O)C1(N2CCCCC2)CCN(C(=O)CSc2nc3ccccc3s2)CC1 | -4% | -1% | i | -1% | i | -4% | i | -3% | i | 6% | -0.2%
C/C(=N/NS(=O)(=O)c1ccc(C)cc1)P(=O)(O)O | 0%[9.17 µM] | -20%[11.4 µM] | i | -2%[11.4 µM] | i | -2%[11 µM] | i | -3%[9.22 µM] | i | -9%[11.4 µM] | -2.1%[9.22 µM]
Clc1ccc2oc(-c3ccccn3)nc2c1 | -4% | 7% | i | 0% | u | 1% | i | 2% | i | 22% | x
CCSC(SCC)[C@H](O)[C@@H](O)[C@H](O)[C@H](O)CO | x | x | i | x | u | x | i | 8%[20.6 µM] | u | x | x
CC(C)(C)NC(=O)NC(=O)COc1ccccc1C#N | 0% | -7% | i | -2% | i | u | i | 6% | i | -5% | 0.1%[57.5 µM]
COc1cccc(-n2c(SCC(=O)Nc3cc(C)on3)nc3c([nH]c4ccccc43)c2=O)c1 | 3% | -22% | x | -6% | x | -2% | x | x | x | u | -0.4%
COc1cccc(NC(=O)c2ncn[nH]2)c1 | -2% | -12% | i | -14% | i | -4% | i | 0% | i | 29% | -0.5%
CC1CCCC(C)N1C(=O)CSc1nnc(NC(=O)Cc2cccs2)s1 (stereo unspecified) | 4% | u | i | -4% | i | 39% | i | 0% | i | 20% | x
CCCNS(=O)(=O)c1ccc(OCC(=O)N2CCC(C(=O)OCC)CC2)cc1 | -1% | -4% | i | -5% | i | 1% | i | 6% | i | 23% | -0.5%
CCC(C(=O)Nc1nccs1)(C(F)(F)F)C(F)(F)F | x | x | i | x | i | x | i | -5%[20.6 µM] | i | x | x
COc1ccc(C2CC(=O)C(C=NCCN3CCOCC3)=C(O)C2)cc1 (stereo unspecified) | x | x | i | x | u | x | i | 0%[20.6 µM] | i | x | x
O=c1[nH]cnc2scc(-c3ccsc3)c12 | -1% | 0% | i | -2% | i | -2% | i | 0% | i | -19% | x
COCC(=O)Nc1nnc(SCC(=O)NCc2cccs2)s1 | 1% | 9% | i | -1% | i | -1% | i | 0% | i | -3% | -0.2%[57.5 µM]
O=C(CCS(=O)(=O)c1ccc(Br)cc1)NCc1cccs1 | 10% | 0% | 1.2e-08M* | -13% | i | 0% | i | 0% | i | -7% | 0.9%
Cc1ccc(Cl)cc1NS(=O)(=O)c1c(C)[nH]c(=O)[nH]c1=O | 8% | 3% | i | 0% | u | -3% | i | -3% | i | 2% | 0.1%
CCOc1ccc(C2N(c3cc(Cl)ccc3OC)C(=O)C3CCCN32)cc1OC (stereo unspecified) | -3% | 4% | x | -10% | x | 1% | x | -3% | x | 6% | -0.2%

Not all compounds are listed; rates above refer to the full screens.
